Screening results (PubChem)
VHR inh abs – blocks human VHR1 dual specificity phosphatase; recombinant VHR phosphatase, pNPP absorbance; inhibition, % at 13.3 µM; 0.52% of 290,000 active; AID 1654; in the data active = inhibition above about 50%; note: some compounds called inactive have numbers as strong as hits
Target sequence (P51452 whole entry, looked up): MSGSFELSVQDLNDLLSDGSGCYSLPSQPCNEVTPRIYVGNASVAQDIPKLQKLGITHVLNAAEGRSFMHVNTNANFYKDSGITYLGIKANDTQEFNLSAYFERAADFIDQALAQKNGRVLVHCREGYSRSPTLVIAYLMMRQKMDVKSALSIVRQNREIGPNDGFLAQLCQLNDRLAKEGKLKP
TcdB inh – blocks C. difficile toxin B glycohydrolase activity; P18177; TcdB glycohydrolase enzymatic assay, plate reader; inhibition, % at 9.99 µM; 0.24% of 350,000 active; AID 652162; in the data active = inhibition above about 10%
Rv3671c inh – inhibitors of M. tuberculosis serine protease Rv3671c; inhibition, % at 5.96 µM; 0.048% of 320,000 active; P9WHR9; AID 2606; in the data active = inhibition above about 38%;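 note: extracellular domain of Rv3671c used as enzyme; 0% = enzyme with DMSO and 100% = no enzyme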
Target sequence (P9WHR9 whole entry, looked up, the tested form may be a part): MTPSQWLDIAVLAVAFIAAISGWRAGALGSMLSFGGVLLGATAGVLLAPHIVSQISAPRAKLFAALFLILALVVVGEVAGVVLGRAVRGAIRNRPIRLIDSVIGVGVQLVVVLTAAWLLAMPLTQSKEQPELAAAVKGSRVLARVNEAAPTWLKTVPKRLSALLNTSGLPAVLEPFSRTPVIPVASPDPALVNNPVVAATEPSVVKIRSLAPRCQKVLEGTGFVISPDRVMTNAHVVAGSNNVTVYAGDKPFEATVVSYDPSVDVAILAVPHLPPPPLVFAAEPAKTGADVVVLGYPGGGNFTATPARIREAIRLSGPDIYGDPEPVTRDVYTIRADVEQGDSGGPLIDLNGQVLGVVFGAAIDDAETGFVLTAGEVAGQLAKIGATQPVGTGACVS
SSB-PriA inh – K. pneumoniae PriA-SSBct interaction inhibition; inhibition, % at 33 µM; AID 1272365; 0.6% of 430,000 active; AlphaScreen SSBct-PriA binding, biotinylated peptide; in the data active = inhibition mostly above about 37%, no sharp cut-off; inactive = mostly below about 20%;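 note: plate controls were negative control peptide for no effect and reference peptide for full effect; strong numbers were not always called active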
MazEF act – increases E. coli MazEF RNase cleavage of RNA | FAM/BHQ RNA-DNA oligo cleavage fluorescence, 5 h | P0AE70 | 0.32% of 350,000 active | AID 504720 | activation, % at 20 µM; in the data active = activation above about 50%
Target sequence (P0AE70 whole entry, looked up): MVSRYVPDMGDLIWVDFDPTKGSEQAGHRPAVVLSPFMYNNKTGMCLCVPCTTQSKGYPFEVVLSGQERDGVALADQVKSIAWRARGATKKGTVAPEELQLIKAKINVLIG
CCHF vOTU inh – CCHFV vOTU protease inhibition | AID 651958 | Pep-AMC fluorescence | inhibition, % at 11.5 µM | 0.55% of 370,000 active; in the data active = inhibition above about 30%; note: 0% = vehicle wells with enzyme and 100% = no enzyme wells
Vc quorum ag – induces V. cholerae light production without autoinducers. V. cholerae BH1578 lux reporter, luminescence, 6 h. activation, % at 18.7 µM. 0.16% of 350,000 active. AID 588436; in the data active = activation mostly above about 9.7%, no sharp cut-off; note: not every result past the cut was called active; inactives centre near 0; reference of the scale not given here
3CLpro inhibitor – SARS-CoV 3CLpro protease inhibition; P0C6X7; recombinant SARS-CoV 3CLpro, quenched FRET peptide cleavage; inhibition, % at 6 µM; 0.14% of 290,000 active; in the data active = inhibition above about 12%
PrPC TRFRET – reduces human prion protein on the cell surface. P04156. cell surface PrPC, TR-FRET read-out. inhibition, % at 13.8 µM. 0.43% of 370,000 active. AID 720596; in the data active = inhibition above about 24%; note: 0% = median of the test wells and 100% = reference compound wells
Y pestis TopoI – inhibitors of Yersinia pestis topoisomerase I | activity, % at 10 µM | AID 504884 | Y. pestis Topo-I cleavage product accumulation, plate reader | 0.064% of 360,000 active; in the data active = activity above about 50%, passing the limit was not always enough; note: inactives centre near 2
* hit, by the source's call; i = inactive; / = no result given; + = active, no number; & = joins results of further samples. This is a subset, so the mix of outcomes need not match the whole.

SMILES	VHR inh abs	TcdB inh	Rv3671c inh	SSB-PriA inh	MazEF act	CCHF vOTU inh	Vc quorum ag	3CLpro inhibitor	PrPC TRFRET	Y pestis TopoI
CC(=O)Oc1ccccc1N(C(C)=O)S(=O)(=O)c1ccc2ccccc2c1	-10	0.9	-2	-3	-2	-3	i	5	2	3
CC(C)(C)c1ccc(NC(=O)c2ccsc2)cc1	16	2.1	-2	-17	-1	-4	i	4	-1	-7
COc1ccc(CNC(=O)CSc2nnc3nc(C)cc(C)n23)cc1OC	22	1.0	-3	-4	3	3	-0.2	0	-8	-2
Cn1c(=O)n(Cc2ccccc2F)c(=O)c2c1nc1n2CCN1Cc1ccco1	-1	0.5	-6	2	6	-4	-0.2	-2	7	-11
O=C(Nn1c(SCc2ccc(F)cc2)nc2ccsc2c1=O)c1ccccc1	-6	/	-38	4	-1	-3	-0.2	4	3	20
COc1ccc(NC(=O)CS(=O)(=O)c2ccccc2Cl)cc1	24	3.2	-7	-9	5	0	i	0	-9	-3
COCCCNC(=O)C[C@H]1C[C@H](C(=O)N2CCOCC2)[C@@]2(CCC3CCCC3)c3[nH]c4ccc(Cl)cc4c3CCN2C1=O	/	-0.5	/	-4	10	-4	-2.0	/	5	-5
COc1ccc(NC(=O)C2C3C=CC(O3)C2C(=O)O)cc1 (configuration not stated)	11	0.7	-3	-1	0	4	i	-2	5	1
Cc1ccc(C(=O)N/N=C/C=C/c2ccccc2)o1	16	0.3	0	/	1	11	-0.5	0	-5	-2
COCCNC(=O)C(c1ccncc1)N(C(=O)c1sc(C)nc1C)c1cccc(C)c1 (configuration not stated)	-8	-3.2	8	-6	8	-3	i	2	-4	4
Cc1ccc(CNC(=O)C(=O)NCC2OCCN2C(=O)c2ccc3c(c2)OCO3)cc1 (configuration not stated)	10	0.3	1	-7	4	0	i	-1	3	-4
CCOc1cc(C(=S)N2CCOCC2)ccc1OS(=O)(=O)c1ccc(C)cc1	16	1.9	-1	1	7	8	i	0	-4	-1
COC(=O)c1ccccc1NC(=O)CN(C)S(=O)(=O)c1ccc(OC)cc1	3	-0.3	-7	2	-8	0	-12	4	3	15
O=C(NCc1nc2ccccc2[nH]1)C1=C[C@H](C2CCCCC2)C[C@H](OCCCCO)O1	/	0.0	-6	0	3	2	-1.1	/	10	27
COc1ccc(C(=O)N=c2sccn2C)cc1	22	0.5	-8	1	6	5	-0.2	-4	-8	0
CCOC(=O)Nc1ccc(S(=O)(=O)Nc2cc(C)nc(C)n2)cc1	22	/	3	-10	8	12	12	1	-5	2
N=c1n(CCO)c2ccccc2n1Cc1ccccc1	29	/	1	-8	0	-6	-0.3	1	-4	-6
Cc1onc(-c2ccc(Cl)cc2Cl)c1C(=O)/C=C/N(C)C	10	0.4	-7	-7	7	-2	0.7	3	2	1
O=C(CSc1nccc(-c2ccc(Br)cc2)n1)NCCc1ccccc1	13	1.1	-6	-7	-1	9	0.0	0	1	-4
NC(=O)c1cnn(-c2cc(Oc3ccccc3)ncn2)c1N	11	2.6	0	-13	5	-7	-4.5	3	-2	2
O=c1c(Cc2ccc(F)cc2)c(O)ccn1CCc1cnc[nH]1	28	0.6	7	0	-3	12	i	0	2	-12
c1ccc2cc(CCO[C@H]3CCCCO3)ncc2c1	/	-0.2	2	-15	1	5	i	/	-6	10
O=C(NCCC1CCCCN1S(=O)(=O)c1ccccc1)C(=O)NCc1ccccc1 (configuration not stated)	/	2.5	1	5	-5	-12	-0.6	/	-3	8
CC1CCCCC1NC(=O)CCc1nc2sc3c(c2c(=O)[nH]1)CCCC3 (configuration not stated)	/	2.1	-15	-1	-17	-1	i	/	7	-8

Some of the entries so far, field by field.
Cc1onc(-c2ccc(Cl)cc2Cl)c1C(=O)/C=C/N(C)C
  VHR inh abs = 10	TcdB inh = 0.4	Rv3671c inh = -7	SSB-PriA inh = -7	MazEF act = 7	CCHF vOTU inh = -2	Vc quorum ag = 0.7	3CLpro inhibitor = 3	PrPC TRFRET = 2	Y pestis TopoI = 1
O=C(CSc1nccc(-c2ccc(Br)cc2)n1)NCCc1ccccc1
  VHR inh abs = 13	TcdB inh = 1.1	Rv3671c inh = -6	SSB-PriA inh = -7	MazEF act = -1	CCHF vOTU inh = 9	Vc quorum ag = 0.0	3CLpro inhibitor = 0	PrPC TRFRET = 1	Y pestis TopoI = -4
NC(=O)c1cnn(-c2cc(Oc3ccccc3)ncn2)c1N
  VHR inh abs = 11	TcdB inh = 2.6	Rv3671c inh = 0	SSB-PriA inh = -13	MazEF act = 5	CCHF vOTU inh = -7	Vc quorum ag = -4.5	3CLpro inhibitor = 3	PrPC TRFRET = -2	Y pestis TopoI = 2
O=c1c(Cc2ccc(F)cc2)c(O)ccn1CCc1cnc[nH]1
  VHR inh abs = 28	TcdB inh = 0.6	Rv3671c inh = 7	SSB-PriA inh = 0	MazEF act = -3	CCHF vOTU inh = 12	Vc quorum ag = i	3CLpro inhibitor = 0	PrPC TRFRET = 2	Y pestis TopoI = -12

Later entries:
SMILES	VHR inh abs	TcdB inh	Rv3671c inh	SSB-PriA inh	MazEF act	CCHF vOTU inh	Vc quorum ag	3CLpro inhibitor	PrPC TRFRET	Y pestis TopoI
CC1(C)CC(NC(=S)Nc2ccc(S(N)(=O)=O)cc2)CC(C)(C)N1	66	1.1	2	-3	8	-6	-0.3	4	-1	-1
COc1ccc(Cc2nc3ccc(S(=O)(=O)N4CCOCC4)cc3[nH]2)cc1OC	35	/	-10	-6	1	1	-0.4	3	-2	-2
CCOC(=O)Cc1csc(SC(C)C(=O)NC2CCCCC2C)n1 (configuration not stated)	/	-1.1	-5	-12	5	7	-3.7	/	4	8
O=C(NN1c2ccccc2CCc2ccccc21)c1ccccc1Br	6	/	-6	-6	8	-5	i	8	15	2
O=C(CN1C(=O)c2cccc3cccc1c23)N1CCN(Cc2ccc3c(c2)OCO3)CC1	-9	/	-1	-18	9	-2	-0.5	-1	-7	23
CCOC(OCC)c1nc(N)[nH]c(=O)c1CCCCc1ccccc1	/	1.1	/	-4	11	8	i	/	-8	-3
CCOC(=O)N1CCC(N2C(=O)c3ccccc3C2Nc2ccc3c(c2)OCCO3)CC1 (configuration not stated)	11	-0.9	9	13	2	3	-0.9	-2	0	13
COc1cc(OC)c(-c2cc(C(=O)O)ccc2OC)c(OC)c1	0	-1.8	-8	-13	+	-10	i	4	0	-4
O=C(O)CN1C(=O)/C(=C/c2ccc(N3CCCCC3)o2)SC1=S	-8	0.3	-10	-7	-102	18	-0.5	0	3	9
CCOc1ccc(CNC(=O)c2cc3oc4ccccc4c3n2C)cc1	-8	/	-7	-5	4	16	i	0	3	8
CC1CCC/C(=N\Nc2ccc(Cl)c(C(=O)O)c2)C1 (configuration not stated)	-7	/	-3	/	2	-3	1.7	-3	5	4
COc1ccc(N2CC(C(=O)N3CCN(C(=O)c4ccco4)CC3)CC2=O)cc1 (configuration not stated)	6	3.2	4	-12	-13	-2	-0.3	-5	3	1
CCOC(=O)CSc1nc2sc3c(c2c(=O)n1C1CCCCC1)CCN(C)C3	4	/	-1	3	4	-43	-0.6	-3	4	11
Cc1cc(=O)oc2cc(OCC(=O)NCc3ccco3)ccc12	-18	/	-6	-1	3	-2	0.4	-4	1	-7
C=CCNC(=O)c1cnc2n(c1=O)CCS2	18	-2.9	-7	-9	8	0	0.2	4	11	-1
COc1ccc(-c2cnc3c(NC(C)=O)cc(-c4cc(F)ccc4OC)cn23)cc1OC	/	0.3	/	/	/	-7	-0.5	/	-5	33
Cc1ccccc1-c1nnc(SC(C)C(=O)NC2CCCC2)o1 (configuration not stated)	/	1.3	2	-6	7	4	i	/	-5	4
O=C(CCN1C(=O)/C(=C/c2ccc(F)cc2)SC1=S)NNC(=O)c1cccnc1	-1	/	-3	-11	43	4	i	-3	3	-5
O=C(c1cccc(F)c1)N1CCc2ccccc2C1	-16	/	-3	-3	0	-6	i	3	-2	-4
Cc1ccc(NCc2ccc(O)c3ncccc23)cc1C	34	1.2	1	41*	4	11	-0.4	1	1	2
Cc1cc(OC(=O)c2ccccc2Cl)c([N+](=O)[O-])c(=O)[nH]1	13	0.0	-6	-1	3	0	-0.1	-1	-1	-4
Cc1nc(NCCc2ccccc2)c2oc3ccccc3c2n1	-6	/	-7	-23	0	3	-0.3	0	18	29
Cc1nn(C)c(=O)n1N(C)c1ncc(C(F)(F)F)cc1Cl	15	-1.1	5	-3	6	6	-0.2	0	7	8
CCn1c(COc2ccc(=O)n(-c3ccccc3)n2)n[nH]c1=S	34	1.5	-1	-13	5	0	i	1	-3	2
Cc1ccc(C(=O)N/C(=C\c2ccco2)C(=O)NCCN2CCCCC2)cc1C	35	-1.4	-9	2	11	6	i	-1	-12	5
CON(C)S(=O)(=O)c1cccc(C(=O)Nc2ccc(S(=O)(=O)NC3=NCCCCC3)cc2)c1	/	0.9	/	-3	-4	4	i	/	0	24
Cc1cc(C)cc(C(=O)NCC(=O)OCC(=O)N2CCCC2)c1	/	3.4	/	/	5	-4	4.5	/	5	-3
Cc1csc(=O)n1CCC(=O)OCc1nnc(-c2ccccc2Cl)o1	/	0.5	-2	-5	-1	4	i	/	1	5
CCN(CCCNC(=O)C1CCC(=O)N1Cc1ccc(C)cc1)c1cccc(C)c1 (configuration not stated)	22	-0.2	5	6	-5	-1	/	-1	5	28
O=C(NC1CCCc2ccccc21)c1cn2ccccc2n1 (configuration not stated)	9	1.2	-3	-12	0	-12	-1.9	0	-1	8
CCOc1ccc(S(=O)(=O)N(CC)CC(=O)NCc2ccncc2)cc1C	21	-0.2	3	-12	10	5	-0.7	-7	2	0
O=c1[nH]c2c(s1)C(c1ccccc1)C1C3CCC(C3)C1S2 (configuration not stated)	24	/	-5	-3	-1	4	-0.4	5	3	14
O=C(NCc1ccccc1F)C1CCN(C(=O)c2sccc2-n2cccc2)CC1	28	0.7	3	-7	-14	-2	-3.0	-1	4	-7
O=C(Cc1ccc(F)cc1)NC1CCSC1=O (configuration not stated)	24	2.2	1	-22	9	8	i	-1	-2	-2
O=C(NC1CC2CCC(C1)N2Cc1ccccc1)c1ccccc1Br (configuration not stated)	100	1.7	-1	-20	9	-15	-0.3	4	-6	3
CCOC(=O)c1sc(N)nc1C(C)(C)C	17	/	-3	-3	3	3	-3.4	-2	7	2
CC(Nc1ncnc2nc[nH]c12)c1ccccc1 (configuration not stated)	16	2.3	0	5&-3	2	-7	/	-2	3	-10
COc1ccc(S(=O)(=O)NCc2ccc(C(=O)N3CCC4(CC3)OCCO4)cc2)cc1	0	1.4	5	0	7	/	-0.3	-7	/	4
CCN1C(=O)NC(=O)/C(=C\c2cn(CC(=O)N3CCCC3)c3ccccc23)C1=O	35	1.2	-13	0	-199	8	-0.3	4	3	8
CCOC(=O)N1CCN(C(=O)c2c(N)no[n+]2[O-])CC1	23	/	6	/	/	/	1.2	0	/	-1
Cc1nnc(SCC(=O)Nc2cccc([N+](=O)[O-])c2)n1CC1CCCO1 (configuration not stated)	-23	0.5	5	5	8	-6	-5.6	2	-9	10
CC1CC(=O)Nc2ccccc2N1S(=O)(=O)c1ccc(F)cc1F (configuration not stated)	13	-0.2	6	-16	7	-13	-1.1	1	5	5
CN(C)c1nc(OCCOC(=O)c2ccccc2)nc(N(C)C)n1	18	/	4	-17	-1	0	-0.3	5	-2	12
O=C(Nc1ccccc1C(=O)N1CCCC1)c1ccc(Cl)cc1Cl	-9	0.1	-5	-4	-14	-13	0.2	5	3	-2
COC(=O)c1ccc(N=NN2CCOCC2)cc1	26	-0.5	-11	-15	-1	4	-0.2	0	-2	-3
CC(C)n1cc(C(=O)c2cc(Br)ccc2O)cc(C#N)c1=O	4	/	-5	-20	0	7	-0.3	2	17	-3
CCOc1ccc(N/C(N)=N/c2nc(CSc3nnc(C)s3)cc(=O)[nH]2)cc1	-1	-0.3	-8	/	-3	-9	-0.1	-3	4	5
CCNC(=O)C1CCCN(Cc2cc(-c3ccccc3)on2)CC1 (configuration not stated)	/	0.4	/	/	/	-8	i	/	5	-10
O=C(Nc1cccc(F)c1)Nc1cnccn1	10	-1.7	6	-29	6	-7	i	-3	-2	6
CC(Sc1nc2c(c(=O)[nH]1)CCCC2)C(=O)Nc1ccc(Br)cn1 (configuration not stated)	27	0.1	-2	-12	9	-10	-0.1	1	-1	-4
Cc1ccccc1Nc1c(C)c(C)nc2ncnn12	8	-7.2	2	-18	5	7	4.0	6	17	5
